Yfh1-off respiration – enhancers of respiration in Yfh1-depleted yeast, dose response, Friedreich's ataxia, plus single-dose screen (AID 1465); fold induction at 50 µM; hits with a dose series show EC50 in µM; 220,000 compounds, 0.074% hits; S. cerevisiae Yfh1-off respiration, WST-1 reduction, 72 h; higher fold induction means a stronger effect;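 active means fold induction of absorbance versus untreated yeast above a set limit, then at least 30% activation at any dose in follow-up; inconclusive means repeats straddling the limit, or above it without dose testing; inactive means fold induction below the set limit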;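 further: activators that raise dye reduction in frataxin-depleted yeast; strong numbers were not always called active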
CSM14.1 death rescue – rescue of cells from ER stress-induced death, primary screen, 384-well, CSM14.1, thapsigargin, ATP luminescence (AID 1222); CSM14.1 thapsigargin-induced death rescue, ATP luminescence; higher % means a stronger effect; one-dose cellular ATP content (survival), % at 20 µM; EC50 in µM for titrated hits; 190,000 tested, under 10 active;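 active means EC50 below 50 µM in the dose-response confirmation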;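 further: death triggered by thapsigargin at about 15 µM added after 2 h compound pretreatment; cell ATP read after overnight thapsigargin exposure of roughly 18 to 22 hours; normalized against plate controls of thapsigargin alone and 5% DMSO vehicle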
RSV CPE inhibition – RSV antiviral activity via CPE protection, HEp-2 cells, primary 10 µM value included (AID 2391) | HEp-2 cells, RSV-induced CPE inhibition; higher % means a stronger effect | CPE inhibition, % at 10 µM, or IC50 in µM where a hit was titrated | 310,000 compounds, 0.13% hits; in the data active means a potency from the dose series; inconclusive means CPE inhibition mostly from about 23% at the one dose, without a potency; inactive means the rest, 99 in 100 with CPE inhibition below about 21%; further: strong numbers were not always called active
K1F lysis inhibition – protection from phage-mediated lysis, alamar blue read-out – E. coli UTI89, K1F phage, bacterial capsule biogenesis inhibitors (AID 488966). 340,000 compounds, 0.02% hits. E. coli UTI89 K1F phage lysis, alamar blue, 2 h; higher % means a stronger effect. inhibition, % at 100 µM; hits with a dose series show IC50 in µM;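 active means phage lysis inhibition, versus mean bacterial control, above a set limit; inconclusive means no clear call, values can overlap the other calls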;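 further: capsule biogenesis inhibitors block K1F phage lysis so surviving cells raise fluorescence; higher fluorescence means more inhibition of phage lysis; actives were called in the ten point dose series up to 300 µM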
Large T inhibition – SV40 large T antigen inhibitors, biochemical (AID 1903); SV40 large T antigen ATPase/helicase inhibition assay; higher % means a stronger effect; inhibition, % at 20 µM; hits with a dose series show IC50 in µM; 310,000 compounds, 0.39% hits; in the data active means a potency from the dose series; inconclusive means inhibition mostly from about 32% at the one dose, without a potency; inactive means the rest, 99 in 100 with inhibition below about 32%; further: strong numbers were not always called active
Dengue-2 NS5 capping – Dengue-2 NS5 methyltransferase inhibitors, primary screen, biochemical, confirmation dose response (AID 588689); one-dose inhibition, % at 25 µM; IC50 in µM for titrated hits; 340,000 compounds, 0.3% hits; Dengue-2 NS5 methyltransferase capping enzyme assay, biochemical; higher % means a stronger effect; in the data active means a potency from the dose series; inconclusive means inhibition above about 29% without an active follow-up result
WT yeast gro inh – growth inhibition of WT yeast, mitochondrial fusion screen | mitochondrial fusion phenotypic screen, WT strain | inhibition, % at 10 µM | 190,000 compounds, 2.1% hits; in the data active means inhibition above about 58%; tested in S. cerevisiae
XIAP antagonists – small molecules displacing peptide from XIAP – biochemical, IAP family, fluorescence polarization (AID 1018); displacement, % at 20 µM, or IC50 in µM where a hit was titrated; 200,000 compounds, 0.007% hits; XIAP BIR domain, fluorescence polarization peptide displacement; higher % means a stronger effect; in the data active means displacement above about 50%; further: a part of the inactive calls stands beside numbers as strong as those of hits
West Nile virus CPE – West Nile virus antiviral activity, cell-based, CPE readout (AID 1621); CPE inhibition, % at 10 µM, or IC50 in µM where a hit was titrated; West Nile virus-infected cells, CPE inhibition; higher % means a stronger effect; 290,000 compounds, 0.02% hits; in the data active means a potency from the dose series; inconclusive means CPE inhibition mostly from about 3.7% at the one dose, without a potency; inactive means the rest, 99 in 100 with CPE inhibition below about 2.2%; further: strong numbers were not always called active
WT yeast gro inh mutant strain – further read-out of WT yeast gro inh, marked with its call; inhibition, %; mitochondrial fusion phenotypic screen, mutant strain inhibition
Dengue-2 NS5 capping pilot replicate – recorded beside Dengue-2 NS5 capping, whose call it bears; inhibition, %; measured here: pilot screen replicate inhibition
The depositor's hits bear a star; [ ] = remark or other dose.

What do the screens show for `c1ccc(OCCCN2CCCC2)cc1`?
Yfh1-off respiration: inactive; CSM14.1 death rescue: -0.3%; RSV CPE inhibition: -0.2%; K1F lysis inhibition: 4.6%; Large T inhibition: 2.0%; Dengue-2 NS5 capping: -6.5%; WT yeast gro inh: -9.0; XIAP antagonists: -1.5%; West Nile virus CPE: 0.0%; WT yeast gro inh mutant strain: -20.1

Results for COc1ccc2c(c1)c1ncn(CCCN3CCOCC3)c(=O)c1n2C ?
Yfh1-off respiration: inactive; CSM14.1 death rescue: 0.1%; K1F lysis inhibition: -1.3%; Large T inhibition: 5.8%; Dengue-2 NS5 capping: -4.0%; WT yeast gro inh: 3.3; XIAP antagonists: -11.3%; West Nile virus CPE: -0.9%; WT yeast gro inh mutant strain: -3.2

How did CN(C)C(CNC(=O)/C=C/c1cccc(Cl)c1)c1ccccc1 (stereo unspecified) do in these assays?
Yfh1-off respiration: inactive; CSM14.1 death rescue: -0.6%; RSV CPE inhibition: -1.2%; K1F lysis inhibition: -0.2%; Large T inhibition: 8.9%; Dengue-2 NS5 capping: -3.6%; WT yeast gro inh: -0.4; XIAP antagonists: -4.8%; West Nile virus CPE: -0.9%; WT yeast gro inh mutant strain: 17.9

Results for CC(C)c1cccc(C(C)C)c1NC(=O)CNCc1ccccc1F ?
Yfh1-off respiration: inactive; CSM14.1 death rescue: -2.3%; RSV CPE inhibition: 0.1%; K1F lysis inhibition: -0.4%; Large T inhibition: -1.4%; Dengue-2 NS5 capping: 0.0%; WT yeast gro inh: 6.6; XIAP antagonists: -11.4%; West Nile virus CPE: -0.6%; WT yeast gro inh mutant strain: 4.4

Results for CCCCC(=O)c1c(C)cc(C)[nH]c1=O ?
Yfh1-off respiration: inactive; CSM14.1 death rescue: -3.2%; RSV CPE inhibition: 1.0%; K1F lysis inhibition: 0.7%; Large T inhibition: 16.3%; Dengue-2 NS5 capping: 10.3%; WT yeast gro inh: 17.8; XIAP antagonists: -3.1%; West Nile virus CPE: 0.3%; WT yeast gro inh mutant strain: 13.1

Results for Cc1cccc(C(=O)O)c1NC(=O)Cc1cccc2ccccc12 ?
RSV CPE inhibition: 1.0%; K1F lysis inhibition: -0.4%; Large T inhibition: 7.1%; Dengue-2 NS5 capping: -1.9%; West Nile virus CPE: -1.0%

How did CCCCN(C(=O)NC(=O)Nc1ccccc1C)S(C)(=O)=O do in these assays?
Yfh1-off respiration: inactive; CSM14.1 death rescue: -2.3%; RSV CPE inhibition: 3.0%; K1F lysis inhibition: 0.6%; Large T inhibition: 12.0%; Dengue-2 NS5 capping: -3.1%; WT yeast gro inh: 5.4; XIAP antagonists: -2.7%; West Nile virus CPE: inconclusive; WT yeast gro inh mutant strain: 1.9

What do the screens show for `COc1cc(/C=C/C(=O)NCCn2c(C)cc3ccccc32)cc(OC)c1OC`?
Yfh1-off respiration: inactive; CSM14.1 death rescue: 8.2%; RSV CPE inhibition: 4.2%; K1F lysis inhibition: -2.2%; Large T inhibition: 11.5%; Dengue-2 NS5 capping: 2.8%; WT yeast gro inh: 3.9; XIAP antagonists: -5.3%; West Nile virus CPE: 0.2%; WT yeast gro inh mutant strain: -1.4

What do the screens show for `O=C(CSc1nnc(-c2ccco2)n1Cc1ccccc1)NC(=O)NCc1ccccc1`?
Yfh1-off respiration: inactive; CSM14.1 death rescue: -2.5%; RSV CPE inhibition: 0.6%; K1F lysis inhibition: -1.2%; Large T inhibition: 9.9%; Dengue-2 NS5 capping: -8.0%; WT yeast gro inh: -7.1; XIAP antagonists: -23.5%; West Nile virus CPE: -0.3%; WT yeast gro inh mutant strain: 3.1

What do the screens show for `Cc1cccn2c(=O)c(/C=N/O)c(NCc3ccccc3)nc12`?
Yfh1-off respiration: inactive; RSV CPE inhibition: 7.6%; K1F lysis inhibition: -1.1%; Large T inhibition: 13.0%; Dengue-2 NS5 capping: 1.6%; West Nile virus CPE: 0.0%

How did CSc1nc(SCC(=O)NC(c2ccccc2)c2ccccc2)c2c3c(sc2n1)CN(C)CC3 do in these assays?
Yfh1-off respiration: inactive; CSM14.1 death rescue: 2.7%; RSV CPE inhibition: -0.6%; K1F lysis inhibition: 0.1%; Large T inhibition: 13.6%; Dengue-2 NS5 capping: -44.0%; WT yeast gro inh: 22.2; XIAP antagonists: -2.8%; West Nile virus CPE: -1.1%; WT yeast gro inh mutant strain: -2.4; Dengue-2 NS5 capping pilot replicate: -1.5

What do the screens show for `Cn1c2ccccc2c(=O)c2cc(C#Cc3ccsc3)ccc21`?
RSV CPE inhibition: 1.9%; K1F lysis inhibition: 0.2%; Large T inhibition: 19.2%; Dengue-2 NS5 capping: -4.8%; West Nile virus CPE: -1.0%

Results for CN(Cc1cc2cc(F)ccc2[nH]1)Cc1nc(-c2cnccn2)no1 ?
Yfh1-off respiration: inactive; CSM14.1 death rescue: 2.0%; RSV CPE inhibition: 0.7%; K1F lysis inhibition: 0.5%; Large T inhibition: 8.0%; Dengue-2 NS5 capping: -5.3%; WT yeast gro inh: 0.5; XIAP antagonists: -6.0%; West Nile virus CPE: -0.4%; WT yeast gro inh mutant strain: -0.1

Results for COC(=O)c1ccc2c(=O)n(CCCCCC(=O)N3CCN(c4ccc(F)cc4)CC3)c(=O)[nH]c2c1 ?
Yfh1-off respiration: inactive; CSM14.1 death rescue: -0.5%; RSV CPE inhibition: 1.4%; K1F lysis inhibition: 0.1%; Large T inhibition: 1.9%; Dengue-2 NS5 capping: -11.3%; WT yeast gro inh: 2.2; XIAP antagonists: -0.4%; West Nile virus CPE: inconclusive; WT yeast gro inh mutant strain: -15.4

How did CCn1cc(C=O)c2cc(S(=O)(=O)N3CCOCC3)ccc21 do in these assays?
Yfh1-off respiration: inactive; CSM14.1 death rescue: -0.2%; RSV CPE inhibition: -0.4%; K1F lysis inhibition: 1.6%[50 µM]; Large T inhibition: 1.4%; Dengue-2 NS5 capping: -2.6%; WT yeast gro inh: 5.7; XIAP antagonists: -3.6%; West Nile virus CPE: -0.2%; WT yeast gro inh mutant strain: -2.6

How did COCC(=O)N(C)CC1CCCN(CCc2ccccc2OC)C1 (stereo unspecified) do in these assays?
RSV CPE inhibition: -0.7%; K1F lysis inhibition: 0.3%; Large T inhibition: -9.7%; Dengue-2 NS5 capping: -3.4%; West Nile virus CPE: -0.4%

Results for COc1ccc(Cl)cc1N1C(=O)/C(=C\c2sccc2C)N=C1SCC(=O)NC1CC1 ?
Yfh1-off respiration: inactive; CSM14.1 death rescue: 5.6%; RSV CPE inhibition: 4.4%; K1F lysis inhibition: 0.3%; Large T inhibition: 8.5%; Dengue-2 NS5 capping: 0.0%; WT yeast gro inh: 14.4; XIAP antagonists: -8.6%; West Nile virus CPE: 1.9%; WT yeast gro inh mutant strain: 2.1

What do the screens show for `CC/C(=N\Nc1ccc([N+](=O)[O-])cc1)c1ccccc1`?
Yfh1-off respiration: inactive; CSM14.1 death rescue: -1.9%; RSV CPE inhibition: 64.5%; K1F lysis inhibition: 0.3%; Large T inhibition: 6.1%; Dengue-2 NS5 capping: -47.7%; WT yeast gro inh: 26.9; XIAP antagonists: -9.4%; West Nile virus CPE: -1.1%; WT yeast gro inh mutant strain: 15.5

How did CC1(C)Cc2nc3nc(SCC(=O)Nc4ccccc4)nc(N)c3cc2CO1 do in these assays?
Yfh1-off respiration: inactive; CSM14.1 death rescue: -1.4%; RSV CPE inhibition: 2.5%; K1F lysis inhibition: -0.3%; Large T inhibition: 9.6%; Dengue-2 NS5 capping: -0.8%; WT yeast gro inh: 5.0; XIAP antagonists: -0.9%; West Nile virus CPE: -0.1%; WT yeast gro inh mutant strain: 11.7

How did CCn1c(C)[n+](CC)c2ccc(S(=O)(=O)N(C)C)cc21 do in these assays?
Yfh1-off respiration: inactive; CSM14.1 death rescue: -1.2%; RSV CPE inhibition: -0.8%; K1F lysis inhibition: -0.5%; Large T inhibition: 21.3%; Dengue-2 NS5 capping: 2.2%; WT yeast gro inh: 2.3; XIAP antagonists: -4.5%; West Nile virus CPE: -0.1%; WT yeast gro inh mutant strain: 2.4

How did COc1ccc(C(=O)NCCc2ccccc2)cc1[N+](=O)[O-] do in these assays?
RSV CPE inhibition: 0.2%; K1F lysis inhibition: 0.0%; Large T inhibition: -3.7%; Dengue-2 NS5 capping: -2.6%; West Nile virus CPE: -1.2%; Dengue-2 NS5 capping pilot replicate: 1.8

What do the screens show for `COC(=O)c1ccccc1NC(=O)CNc1cc(Cl)ccc1N1CCOCC1`?
Yfh1-off respiration: inactive; CSM14.1 death rescue: -0.9%; RSV CPE inhibition: 3.0%; K1F lysis inhibition: 0.0%; Large T inhibition: 4.2%; Dengue-2 NS5 capping: 8.3%; WT yeast gro inh: 64.2*; XIAP antagonists: -11.0%; West Nile virus CPE: -0.3%; WT yeast gro inh mutant strain: 4.3*

What do the screens show for `CC(NC(=O)CSCc1ccccc1Br)c1ccccc1` (stereo unspecified)?
Yfh1-off respiration: inactive; CSM14.1 death rescue: -0.3%; RSV CPE inhibition: 3.1%; K1F lysis inhibition: 2.6%[50 µM]; Large T inhibition: 3.4%; Dengue-2 NS5 capping: -5.8%; WT yeast gro inh: 3.2; XIAP antagonists: -1.0%; West Nile virus CPE: -0.9%; WT yeast gro inh mutant strain: 2.2

What do the screens show for `COc1ccccc1CNS(=O)(=O)c1ccc2c(c1)CC(C)N2C(=O)C1CC1` (stereo unspecified)?
RSV CPE inhibition: 3.2%; K1F lysis inhibition: 0.2%; Large T inhibition: 5.8%; Dengue-2 NS5 capping: -15.2%; West Nile virus CPE: -0.7%

Results for O=C(OCCN1C(=O)c2ccccc2C1=O)c1cc(S(=O)(=O)N2CCOCC2)ccc1Cl ?
Yfh1-off respiration: inactive; CSM14.1 death rescue: -0.3%; RSV CPE inhibition: 1.2%; K1F lysis inhibition: 0.1%; Large T inhibition: -3.5%; Dengue-2 NS5 capping: -4.1%; WT yeast gro inh: 26.8; XIAP antagonists: -5.0%; West Nile virus CPE: 0.6%; WT yeast gro inh mutant strain: 4.6

What do the screens show for `O=C(NCc1ccco1)Nc1ccccc1Cl`?
Yfh1-off respiration: inactive; CSM14.1 death rescue: -2.3%; RSV CPE inhibition: 1.7%; K1F lysis inhibition: 0.3%; Large T inhibition: 8.9%; Dengue-2 NS5 capping: 0.0%; WT yeast gro inh: -11.5; XIAP antagonists: -1.6%; West Nile virus CPE: -0.1%; WT yeast gro inh mutant strain: -8.2

Results for Cc1cc(OC(C)C(=O)N(Cc2cccs2)C2CCS(=O)(=O)C2)ccc1Cl (stereo unspecified) ?
RSV CPE inhibition: 1.2%; K1F lysis inhibition: 2.2%; Large T inhibition: 1.6%; Dengue-2 NS5 capping: -3.4%; West Nile virus CPE: -1.2%

From PubChem

Random draw from the library. Share with any hit: about 2.2%.
